High-throughput results (PubChem BioAssay)
TAAR1 antag: human TAAR1 antagonists, primary screen, Fluo-8 calcium fluorescence, CHO RD-HGA16 cells. antagonist. Trace amine-associated receptor 1 (Homo sapiens), Q96RJ0. inhibition, % at 3 µM. 1.5% of 360,000 active;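 active = inhibition above a per-plate cutoff, the mean inhibition of test compounds on that plate plus 3 SD, cut at about 49% in these data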;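 note: 0% = DMSO plus EC80 beta-PEA response and 100% = DMSO alone without agonist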
Target sequence (Q96RJ0 whole entry, looked up): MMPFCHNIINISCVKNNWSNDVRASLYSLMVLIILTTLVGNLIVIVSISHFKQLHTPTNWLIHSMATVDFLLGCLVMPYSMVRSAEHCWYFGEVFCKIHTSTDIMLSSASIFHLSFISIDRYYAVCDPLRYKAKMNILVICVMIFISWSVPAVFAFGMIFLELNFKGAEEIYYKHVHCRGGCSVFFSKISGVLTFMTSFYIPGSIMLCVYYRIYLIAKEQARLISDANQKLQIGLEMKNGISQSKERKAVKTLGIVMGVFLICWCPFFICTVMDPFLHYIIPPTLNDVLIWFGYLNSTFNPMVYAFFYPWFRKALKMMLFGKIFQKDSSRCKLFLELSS
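System: RD-HGA16 CHO cells with stable hTAAR1 and Gα16 | Probe or stimulus: EC80 β-phenethylamine stimulus | Dosing: 3 µM, single point | Times: Dye loading 75 min at 37 °C, then 30 min room temperature | Measured by: Fluo-8 calcium-sensitive fluorescence | Read-out basis: % inhibition of agonist calcium response | Replicates: n of 1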
M1 ag parental: counter-screen for M1 agonists: effect in parental CHO-K1 cells | Fluo-8 calcium fluorescence; scaled to maximal ATP response, vehicle zero | activation, % at 3 µM | 0.48% of 360,000 active | AID 602248, 2012; in the data active = activation above about 15%;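 note: untransfected CHO-K1 host cells lacking M1 receptor as counterscreen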
CHO-K1 Ca antag: nonselective inhibitor or artifact in parental CHO-K1 cells; ATP-induced calcium, Fluo-8 fluorescence; inhibition, % at 3 µM; 0.6% of 360,000 active;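 active = inhibition above a per-plate cutoff, the plate's mean sample inhibition plus 3 SD, cut at about 24% in these data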;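 note: 0% = DMSO plus EC80 ATP and 100% = DMSO alone without ATP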
CHRM1 agonist: human M1 muscarinic receptor agonists, primary screen, Fluo-8 calcium fluorescence, CHO-K1 cells, HTS. Muscarinic acetylcholine receptor M1 (Homo sapiens), P11229. CHO-K1 hM1, agonist mode; 0% DMSO, 100% acetylcholine EC100. activation, % at 3 µM. 0.33% of 360,000 active;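 active = activation above the run's mean compound activation plus 3 SD, cut at about 16% in these data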;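 note: peak over basal fluorescence ratio within a 140 s kinetic read after compound addition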
Target sequence (P11229 whole entry, looked up): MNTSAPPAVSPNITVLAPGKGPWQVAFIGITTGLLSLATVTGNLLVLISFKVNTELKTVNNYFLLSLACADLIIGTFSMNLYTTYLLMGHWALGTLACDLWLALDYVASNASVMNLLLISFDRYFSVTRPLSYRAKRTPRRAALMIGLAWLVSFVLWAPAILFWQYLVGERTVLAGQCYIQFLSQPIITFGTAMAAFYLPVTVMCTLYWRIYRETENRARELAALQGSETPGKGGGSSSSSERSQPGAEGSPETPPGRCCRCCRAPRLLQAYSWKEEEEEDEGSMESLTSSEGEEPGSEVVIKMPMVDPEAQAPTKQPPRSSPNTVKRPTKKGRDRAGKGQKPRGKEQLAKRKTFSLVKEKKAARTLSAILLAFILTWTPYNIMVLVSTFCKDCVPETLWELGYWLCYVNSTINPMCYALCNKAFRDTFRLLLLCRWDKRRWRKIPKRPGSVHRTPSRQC
TAAR1 ag: human TAAR1 agonists, primary screen, Fluo-8 calcium fluorescence, CHO RD-HGA16 cells; 0.99% of 360,000 active; Trace amine-associated receptor 1 (Homo sapiens), Q96RJ0; vehicle wells 0%, saturating PEA agonist 100%; activation, % at 3 µM; AID 624467, 2012;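 active = activation above the mean activation of all test compounds in the run plus 3 SD, cut at about 38% in these data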
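Test system: RD-HGA16 (CHO) cells co-expressing Gα16 and hTAAR1 / Benchmarks: DMSO vehicle as 0%, PEA at EC100 as 100% / Repeats: no replicates (n 1) / Measure: % activation from peak over basal fluorescence ratio, DMSO-to-PEA scaled / Timing: 17-24 h plating, Fluo-8 75 min 37 °C, 30 min RT / Technique: kinetic Fluo-8 calcium fluorescence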
CHO parental Ca: ATP-evoked calcium signal inhibitors, parental CHO, primary screen, counter-screen for OX1R antagonist project, cell-based, fluorescence, Fluo-8 calcium dye. parental CHO-K1, ATP-induced calcium, Fluo-8 fluorescence. inhibition, % at 5.6 µM. 0.63% of 330,000 active;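 active = inhibition above that plate's mean sample inhibition plus 3 SD, cut at about 26% in these data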;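 note: 0% = ATP-challenged DMSO wells and 100% = DMSO wells without ATP; some compounds past the cut are filed as inactive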
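Test system: untransfected parental CHO cell line; also added: ATP stimulus; dosing: 5.6 µM, single dose; signal: calcium-sensitive Fluo-8 fluorescence; measure: percent inhibition of ATP-evoked calcium rise, normalized to controls; benchmarks: low control ATP plus DMSO, high control DMSO only; replication: one well per compound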
M1 antag: human M1 muscarinic receptor antagonists, primary screen, CHO-K1 cells, Fluo-8 calcium fluorescence, 1536-well; Muscarinic acetylcholine receptor M1 (Homo sapiens), P11229; CHO-K1 hM1, ACh EC80 antagonist; inhibition, % at 3 µM; 1.3% of 360,000 active;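 active = percent inhibition above its own plate's cutoff, namely the mean of that plate's compound wells plus 3 SD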;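 note: peak over basal fluorescence ratio during 140 s after agonist addition; 0% = ACh EC80 plus DMSO and 100% = DMSO alone without agonist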
CHO-K1 Ca PAM: nonselective calcium activators in parental CHO-K1 cells, primary screen, counter-screen for M1 PAM project, cell-based, Fluo-8 calcium fluorescence, full deck, 1536-well. activation, % at 3 µM. 0.02% of 360,000 active. ATP EC20; 0% at ATP EC20, 100% at ATP max;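 active = activation above the run cutoff, the mean activation of all test compounds plus 3 SD, cut at about 40% in these data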;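 note: peak over basal fluorescence ratio in a 140 s read after ATP addition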
M1 PAM: human M1 muscarinic receptor positive allosteric modulators, primary screen, CHO-K1 cells, Fluo-8 calcium fluorescence, 1536-well; activation, % at 3 µM; Muscarinic acetylcholine receptor M1 (Homo sapiens), P11229; CHO-K1 hM1, ACh EC20; 0% = ACh EC20, 100% = maximal ACh; 0.088% of 360,000 active; in the data active = activation above about 19%, passing the limit was not always enough
The depositor's hits bear a star; · = no result given. Random draw from the library. Share with any hit: about 4.4%.

Values in the order: TAAR1 antag	M1 ag parental	CHO-K1 Ca antag	CHRM1 agonist	TAAR1 ag	CHO parental Ca	M1 antag	CHO-K1 Ca PAM	M1 PAM
- COc1ccc(Cc2c(-c3cccc(Cl)c3)nc3ccc(Br)cn23)c(C)c1
  -7	0.8	-19	-3	-1	·	-31	15	-1
- Clc1ccccc1-c1nc(/C=N/N2CCOCC2)c2ccccn12
  1	0.9	-7	-4	-1	-3	-4	-1	6
- CC1=C(C(=O)NC(C)CCc2ccccc2)C2(CCC(C)CC2)OC1=O (stereo not drawn)
  2	3.1	-9	-3	5	-15	-3	25	2
- CCOc1ccc(C2NC(=O)C(C#N)=C(S)N2c2ccc(OC)cc2)cc1OC (stereo not drawn)
  -2	1.5	4	-3	3	6	-7	-2	0
- Cc1cc(C(=O)COC(=O)c2ccc(NC(=O)CC#N)cc2)c(C)n1CCc1ccc(F)cc1
  46	4.5	1	-5	55*	11	9	3	-5
- O=c1cc(N2CCC3(CC2)OCCO3)[nH]c(=O)n1-c1ccc(Cl)cc1
  ·	0.3	-6	-6	·	-1	0	15	5
- CS(=O)(=O)NCCCNc1ccc(C(F)(F)F)cc1[N+](=O)[O-]
  -11	1.6	0	-1	5	4	-18	-7	12
- COc1cccc(/C=N/N2CCN(c3ccccc3OC)CC2)c1
  2	-0.1	16	-5	0	0	11	-15	-7
- COC(=O)c1ccc(CSc2nc3ccccc3c(=O)n2-c2ccccc2)o1
  -2	1.4	-10	-2	-1	-33	-10	25	5
- Cc1ccc2nc(CSc3nc(C)ccc3C#N)[nH]c2c1
  7	0.0	-6	-4	0	-17	2	14	-3
- COCCN1C(=O)CS/C1=C(/C#N)C(=O)NCc1ccco1
  -21	0.3	-7	-1	4	11	2	7	2
- NC(=O)c1sc2nc3c(cc2c1N)CCCCCC3
  -32	-0.1	-7	-5	7	-11	-12	17	4
- NNC(=O)c1ccc(COc2cccc3cccnc23)cc1
  29	3.1	-8	2	7	-25	-8	21	3
- CC(C)Oc1cccc(C(=O)C2CCCN(C(=O)CCc3cnn(C)c3)C2)c1 (stereo not drawn)
  -17	0.9	-2	-1	0	-10	-4	-8	10
- Cc1ccc(N2CC(C(=O)Nc3nnc(SCCN4CCOCC4)s3)CC2=O)cc1 (stereo not drawn)
  -15	0.4	5	-1	4	-10	9	-13	0
- COc1cc2oc(=O)cc(-c3ccc(-c4ccc(C#N)cc4)cc3)c2c(OC)c1OC
  -14	0.1	1	9	3	-12	-4	-12	17
- CCN(CC)C(=O)CSc1nc2cc3c(cc2c(=O)n1CCCC(=O)NCCc1ccc(OC)c(OC)c1)OCO3
  -7	0.6	-16	-7	0	-14	-4	14	11
- Cc1cc(C)cc(OCC(O)CN2CCN(C(=O)c3ccco3)CC2)c1 (stereo not drawn)
  -8	-0.2	4	-8	2	-5	11	4	6
- CCCc1nc2c(c(=O)c3ccccc3n2C)c(=O)n1C1CCCCCC1
  -9	9.4	-15	55*	47*	1	-3	29	-16
- O=S1(=O)C[C@H](N2CCC[C@@H]2CO)[C@@H](COCc2ccccc2)N1
  11	0.2	11	-4	4	·	2	9	10
- CCCCOc1ccc(C(=O)N2CCCC2C(=O)O)cc1 (stereo not drawn)
  -13	-0.1	-4	-3	11	-2	-4	4	3
- CCn1nnnc1SCC(=O)Nc1nnc(C(C)C)s1
  8	-0.3	3	-6	1	-7	-1	5	6
- O=C(NCC1CCN(Cc2cccc(Cl)c2)CC1)Nc1ccccc1Cl
  -2	1.7	-7	-8	3	·	-10	-3	3
- COc1ccc(N2CCN(S(=O)(=O)c3ccc(C(=O)NCc4ccco4)cc3)CC2)cc1
  41	1.1	-16	-2	7	1	-17	5	-4
- CCc1c(C(=O)Nc2ccccc2)c(C)[nH]c(=S)c1C#N
  4	0.0	7	-1	7	-22	-6	-2	6
- NS(=O)(=O)c1ccc(NC(=S)NCc2ccc(F)cc2)cc1
  13	-0.1	-1	-4	0	2	-16	13	11
- O=C(N/N=C/c1ccccn1)c1cc(-c2ccc(Br)s2)[nH]n1
  31	6.1	-5	2	14	-9	-8	-3	-1
- CCCN1CCN(CCCNC(=O)CCn2nc(-c3ccccc3)ccc2=O)CC1
  -22	0.2	3	-3	3	-3	-7	-5	9
- Cc1ccc(C)c(Nc2nc3ccccc3n3cnnc23)c1
  7	0.7	2	0	3	-4	4	-14	0
- Cc1cccc(S(=O)(=O)Nc2nc3ccccc3nc2Nc2cccc(C(=O)O)c2)c1
  3	0.4	-6	-1	-1	0	-9	-5	10

Structural class, the compounds so far containing bromine (two)
Values in the order: TAAR1 antag	M1 ag parental	CHO-K1 Ca antag	CHRM1 agonist	TAAR1 ag	CHO parental Ca	M1 antag	CHO-K1 Ca PAM	M1 PAM
- COc1ccc(Cc2c(-c3cccc(Cl)c3)nc3ccc(Br)cn23)c(C)c1
  -7	0.8	-19	-3	-1	·	-31	15	-1
- O=C(N/N=C/c1ccccn1)c1cc(-c2ccc(Br)s2)[nH]n1
  31	6.1	-5	2	14	-9	-8	-3	-1

Going on with the list:
Values in the order: TAAR1 antag	M1 ag parental	CHO-K1 Ca antag	CHRM1 agonist	TAAR1 ag	CHO parental Ca	M1 antag	CHO-K1 Ca PAM	M1 PAM
- COc1ccc(CN(C)C(=O)c2cc(-c3ccccc3)nc3ccc(C)cc23)c(OC)c1OC
  63*	18*	19	-2	4	-15	31	-11	-9
- O=C(N/N=C/c1ccco1)C1CCCC1
  ·	0.2	-5	-1	·	-6	-4	9	9
- Cc1ccc(CNC(=O)CCC2CCCN(C(=O)CCC(F)(F)F)C2)o1 (stereo not drawn)
  -9	0.0	-10	-8	0	-14	-3	16	9
- O=[N+]([O-])c1ccccc1/C=C/c1ccc2ccccc2n1
  12	0.2	4	-7	-1	-25	-15	4	6
- Cc1c(NS(=O)(=O)c2cccc(C(=O)Nc3cccc(F)c3)c2)c(=O)n(-c2ccccc2)n1C
  -2	0.3	11	-1	2	·	-5	-16	8
- CCc1nc(SCC(=O)NCC2CCCO2)c2c(=O)n(C)c(=O)n(C)c2n1 (stereo not drawn)
  -15	0.9	-13	-4	6	-2	-2	16	2
- CCOC(=O)c1cnn(-c2ccccc2)c1NC(=O)CCl
  -20	0.3	13	-6	7	2	13	-3	-6
- COc1ccccc1NC(=S)NC(=O)Cc1ccc(Cl)cc1
  107*	0.3	-3	6	125*	24	13	-14	-6
- CCC1CCCCN1CCCNC(=O)c1ccc2nc(N3CCC(C)CC3)sc2c1 (stereo not drawn)
  -8	1.1	5	-14	1	-23	5	14	-19
- Cc1ccc(Cn2cnc3c(nnn3Cc3ccc(Cl)cc3)c2=O)cc1
  1	0.3	-7	-4	9	-11	-8	5	1
- N#CC1C(=O)NC(=O)C(C#N)C12CCCc1sccc12 (stereo not drawn)
  3	0.6	-10	-2	1	·	-17	21	10
- O=S(=O)(Nc1cccnc1)c1ccc(Br)c2ccccc12
  -29	1.6	-4	-3	1	-18	-17	8	9
- O=C(Nc1ccc(Cc2ccc(NC(=O)Nc3cccnc3)cc2)cc1)Nc1cccnc1
  -37	0.6	-14	-1	2	·	-14	8	7
- O=C(CNc1ccccc1F)Nc1cccc(S(=O)(=O)N2CCCCC2)c1
  -44	2.0	-4	0	1	·	-10	5	10
- O=C(O)/C=C/c1cccc(NC(=O)Nc2ccc([N+](=O)[O-])cc2)c1
  -6	0.0	-6	-3	2	1	-7	7	5
- Cc1c2cnn(CC(=O)NCCCN3CC(C)CC(C)C3)c(=O)c2c(C)n1Cc1ccc(Cl)cc1 (stereo not drawn)
  -25	-1.0	-3	-6	0	-33	30	-10	-19
- O=c1[nH]c(=S)n(-c2cccc(Cl)c2)c(O)c1/C=N/N1CCOCC1
  -20	1.6	-6	-1	2	-3	0	17	-1
- O=C(NCc1ccccn1)c1cn(CCc2ccccc2)nn1
  2	0.8	-10	-2	2	-8	-14	21	1
- CCOC(=O)C1=C(C)c2ccccc2N(S(=O)(=O)C(F)(F)F)C1C(=O)OCC (stereo not drawn)
  1	-0.4	6	-10	-2	-35	1	0	0
- COc1ccc(CCNC(=O)COC(=O)/C=C/c2cccs2)cc1OC
  -10	2.2	-11	-1	3	-6	-7	16	9
- COCCNC(=O)C1CCCN(Cc2ccccc2)CC1 (stereo not drawn)
  -13	0.1	-7	-7	4	·	-5	9	5
- N/C(=N\OC(=O)COc1ccc(Br)cc1)c1cccnc1
  -1	0.5	-10	-8	-2	-16	-5	8	-4
- COc1cc(OC)c2c(C)cc(=O)oc2c1C(CCN1CCOCC1)c1ccc(N(C)C)cc1 (stereo not drawn)
  6	-0.3	-13	-6	7	-28	-10	11	6
- CC(C(=O)NC1CCCCC1)N(Cc1ccccc1)C(=O)c1snc(C(N)=O)c1N (stereo not drawn)
  5	2.9	-19	3	0	-13	-8	28	7
- Cc1nc2ccccc2nc1NS(=O)(=O)c1ccc(N)cc1
  -20	-0.4	2	-1	13	-7	-5	0	12
- CCCCNC(=O)CSc1nc2cc3c(cc2c(=O)n1CCC(=O)NCCc1ccc(OC)c(OC)c1)OCO3
  -10	0.2	-17	-7	0	-9	-3	22	4
- CC(=O)c1ccc(OC2(C)CCN(Cc3ccc4c(c3)OCCO4)C2)cc1 (stereo not drawn)
  -21	1.7	5	-8	1	·	-10	9	0
- Cc1ccccc1NC(=O)Cn1nc(-c2ccc(Cl)s2)ccc1=O
  -27	1.0	-12	1	2	-5	-7	10	15
- CCC(=O)Nc1c(-c2ccccc2Cl)c(=O)c2ccccc2n1CC
  -3	0.5	-3	0	0	16	-8	12	12
- Cc1cccc(Cc2nnc(CCC(=O)NCc3ccncc3C)o2)c1
  -21	1.4	-4	-13	5	4	-8	9	4
- Cc1onc(-c2ccccc2)c1C(=O)N1CCCC(C)(C(=O)NS(=O)(=O)C2CC2)C1 (stereo not drawn)
  -10	0.7	-12	0	0	·	-18	19	12
- C=CCN(C(=O)CNC(=O)c1ccco1)C(C(=O)NC1CCCCC1)c1ccccc1 (stereo not drawn)
  14	-0.4	9	-3	2	-13	-1	-2	2
- COc1ccc(OC)c(NC(=O)NCc2ccc(F)cc2)c1
  -2	0.2	18	-3	3	0	-4	-9	5
